GRK2 inh: compounds blocking aptamer binding on GRK2 – biochemical, human GRK2, bead flow cytometry, HTS, primary screen. FAM-aptamer displacement from GRK2. inhibition of aptamer binding, % at 10 µM. 330,000 tested, 0.59% active;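 active = inhibition of aptamer binding above 40%, roughly 3 SD of noise, on plates passing a quality check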;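 note: median bead fluorescence of bound FAM aptamer so fluorescent compounds give negative values; no value below 0 was filed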
MCL1 BIM primary: inhibitors of MCL1 binding to BIM-BH3, primary screen, biochemical, fluorescence polarization | Induced myeloid leukemia cell differentiation protein Mcl-1 (Homo sapiens), Q07820 | GST-MCL1 / FITC-Bim-BH3 fluorescence polarization | inhibition, % at 10.9 µM | 320,000 tested, 0.68% active | AID 2057, 2009;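 active = inhibition above the mean inhibition of all tested compounds plus 3 SD, set per campaign, cut at about 40% in these data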;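 note: 0% = DMSO wells and 100% = unlabeled Bim-BH3 peptide control; higher means more loss of mP so more displacement of Bim peptide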
Target sequence (Q07820 whole entry, looked up): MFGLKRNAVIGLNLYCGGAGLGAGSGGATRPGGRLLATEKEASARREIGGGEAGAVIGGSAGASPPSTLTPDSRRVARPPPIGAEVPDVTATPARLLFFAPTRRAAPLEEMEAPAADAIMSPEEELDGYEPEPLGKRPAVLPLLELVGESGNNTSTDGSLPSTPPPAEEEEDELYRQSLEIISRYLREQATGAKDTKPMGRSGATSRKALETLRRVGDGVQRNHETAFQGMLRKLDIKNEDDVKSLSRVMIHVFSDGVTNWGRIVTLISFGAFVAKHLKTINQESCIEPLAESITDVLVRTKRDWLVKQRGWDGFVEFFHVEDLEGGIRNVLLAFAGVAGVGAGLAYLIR
CIT2-GFP yeast: modulators of CIT2-GFP expression in yeast, primary screen, S. cerevisiae, GFP fusion, multiplex flow cytometry, MLPCN library; S. cerevisiae CIT2-GFP strain, 3 h; 100 means same as DMSO wells; GFP response vs DMSO, % at 10 µM; 320,000 tested, 0.065% active;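 active = GFP response relative to DMSO above a set limit, near the screen mean plus 3 SD, cut at about 150% in these data; inconclusive = Fewer than 70 cells measured for a yeast strain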;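 note: ratio of well median GFP fluorescence to mean of DMSO wells on the plate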
AGP1 TOR yeast: modulators of AGP1-GFP expression in yeast TOR pathway, primary screen, cell-based, multiplex flow cytometry, S. cerevisiae, MLPCN library. 3 h; GFP as percent of DMSO wells. GFP response vs DMSO, % at 10 µM. 320,000 tested, 0.02% active. AID 2066, 2009;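 active = GFP response relative to DMSO above a set limit, near screen average plus 3 SD, cut at about 150% in these data; inconclusive = fewer than 70 cells counted for the yeast strain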;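 note: median GFP channel fluorescence of the gated AGP1 strain per well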
MEX-5 binding: MEX-5 zinc finger RNA-binding disruptors – biochemical, C. elegans, fluorescence polarization, MLPCN library, primary screen; Zinc finger protein mex-5 (Caenorhabditis elegans), Q9XUB2; MEX-5/FITC-TCR2 RNA binding; hits give low values; activity score (negative = inhibition of binding), % at 10 µM; 300,000 tested, 0.38% active;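 active = inhibition past about -25% in most replicates, and total fluorescence under double the plate's negative control median, limit read from the data; inconclusive = replicates evenly split on the limit, or fluorescence at least double controls; inactive = too little inhibition in most replicates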;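 note: 0% = DMSO and -100% = 5 µM competing unlabeled TCR2 RNA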
VLA-4 inh: inhibition in human VLA-4 binding assay, primary screen, VLA-4 allosteric modulator project, MLPCN library, flow cytometry, VLA-4 expressing cells; inhibition, % (about 7 µM as worked out from the volumes in the protocol); AID 2557, 2010; 330,000 tested, 0.2% active; ligand binding flow cytometry; in the data active = inhibition above about 50%
BCLXL inh: inhibitors of human Bcl-xL, primary screen, biochemical, fluorescence polarization, HTS. Bcl-2-like protein 1 (Homo sapiens), Q07817. GST-Bcl-xL / FITC-Bim BH3 peptide fluorescence polarization. inhibition, % at 10.9 µM. 320,000 tested, 0.7% active;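 active = inhibition above the mean of all tested compounds plus 3 SD, cutoff set per campaign, cut at about 30% in these data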;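 note: 0% = DMSO wells and 100% = unlabeled Bim-BH3 peptide competitor; inhibitors lower millipolarization by displacing the labeled peptide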
Target sequence (Q07817 whole entry, looked up): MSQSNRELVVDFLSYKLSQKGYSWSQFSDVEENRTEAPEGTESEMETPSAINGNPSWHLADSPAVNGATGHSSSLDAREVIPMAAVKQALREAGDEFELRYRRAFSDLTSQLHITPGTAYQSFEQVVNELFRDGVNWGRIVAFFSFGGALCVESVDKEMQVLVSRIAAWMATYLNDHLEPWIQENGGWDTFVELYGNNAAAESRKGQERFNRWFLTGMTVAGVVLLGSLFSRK
GLD-1 RNA inh: GLD-1/TGE RNA complex disruptors, primary screen, biochemical, fluorescence polarization; purified GLD-1 + fluorescein TGE RNA; inhibition, % at 5.96 µM; 320,000 tested, 0.44% active; AID 2280, 2010;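 active = percent inhibition above a per-plate cutoff, the plate mean of test compounds plus 3 SD, cut at about 30% in these data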;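 note: 0% = DMSO wells with GLD-1 and probe and 100% = wells lacking GLD-1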
Fam108B counter: mouse Fam108B serine hydrolase inhibitors, primary screen, counter-screen for RBBP9 inhibitor project, biochemical, fluorescence polarization | recombinant Fam108B, FP-Rh probe fluorescence polarization | inhibition, % at 9.51 µM | AID 1947, 2009 | 300,000 tested, 0.33% active;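 active = inhibition above the screen mean inhibition plus 3 SD, computed separately per campaign, cut at about 18% in these data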;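 note: inhibitors lower polarization as less probe binds the enzyme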
Numbers without * were called inactive; ? = inconclusive; nt = not tested or not shown.

Structure	GRK2 inh	MCL1 BIM primary	CIT2-GFP yeast	AGP1 TOR yeast	MEX-5 binding	VLA-4 inh	BCLXL inh	GLD-1 RNA inh	Fam108B counter
CN1C(=O)c2ccc(NC(=O)c3cccc4ccccc34)cc2C1=O	0	-1	98	100	3.1	16	1	1	-11
COC(=O)C1(C)NC(c2cccs2)C2C(=O)N(c3ccccc3F)C(=O)C21 (centres undefined)	0	-3	97	99	-0.6	-14	1	1	-2
CC(NC(=O)c1cc2ccccc2oc1=O)c1ccccc1 (centres undefined)	1	-1	94	97	1.0	-1	4	3	-2
CCOc1c2ccc(C(=O)NCc3ccc(OC(F)(F)F)cc3)cc2nn1CC	2	2	99	99	-0.2	-4	5	-2	-2
CC(NC(=S)N1CCOCC1)c1ccccc1 (centres undefined)	0	12	103	105	0.2	4	4	6	-4
Nc1c(C(=O)NC2CC2)sc2nc3c(c(-c4ccco4)c12)CC/C3=C/c1ccco1	2	115*	86	38	nt	-316	73*	85*	33*
CCc1ccc(NC(=O)C(C)OC(=O)CN2C(=O)NC3(CCCC3)C2=O)cc1 (centres undefined)	3	-3	84	91	nt	39	0	1	nt
CNc1c(N=Cc2cccnc2)c(=O)n(C)c(=O)n1C	0	-8	86	100	-3.3	5	2	0	2
CCC1=C2CC[C@H]3C(=O)N(c4ccccc4)C(=O)[C@H]3[C@H]2[C@@]2(C)C(=NCC(=O)OC)OC(=O)N2C1=O	0	8	102	103	nt	4	4	13	5
CCC(NC(=O)NCCCn1ccnc1)(C(F)(F)F)C(F)(F)F	4	8	85	84	-1.2	14	6	-9	1

In the list so far, these contain a thiophene ring, fused or not:
Structure	GRK2 inh	MCL1 BIM primary	CIT2-GFP yeast	AGP1 TOR yeast	MEX-5 binding	VLA-4 inh	BCLXL inh	GLD-1 RNA inh	Fam108B counter
COC(=O)C1(C)NC(c2cccs2)C2C(=O)N(c3ccccc3F)C(=O)C21 (centres undefined)	0	-3	97	99	-0.6	-14	1	1	-2
Nc1c(C(=O)NC2CC2)sc2nc3c(c(-c4ccco4)c12)CC/C3=C/c1ccco1	2	115*	86	38	nt	-316	73*	85*	33*

Next part.
Structure	GRK2 inh	MCL1 BIM primary	CIT2-GFP yeast	AGP1 TOR yeast	MEX-5 binding	VLA-4 inh	BCLXL inh	GLD-1 RNA inh	Fam108B counter
CCC(=O)c1ccc(OCC(O)CN2CCN(c3cccc(C(F)(F)F)c3)CC2)cc1 (centres undefined)	0	10	107	89	3.6	-1	7	7	0
O=c1oc(CCCO)cc2ccc(C#CC3(O)CCCCC3)cc12	0	-7	98	97	nt	27	-4	5	nt
COc1cccc(C(=O)Nc2nnc(-c3cccs3)s2)c1	1	1	89	86	4.2	17	-2	3	-13
COc1ccc(-n2c(=S)[nH]c3sc4c(c3c2=O)CCc2ccccc2-4)cc1	1	9	109	111	-1.5	-5	7	2	1
O=C(c1ccccc1F)N1CCN(C2CCC(c3ccccc3)CC2)CC1 (centres undefined)	0	-2	88	95	-1.0	7	3	-1	4
O=C(NCc1ccco1)c1ccc(Cl)c(S(=O)(=O)N2CCCC2)c1	0	10	87	89	nt	-5	-2	1	nt
O=C(O)Cn1c(=O)c2c3c(sc2n(Cc2ccccc2F)c1=O)CCCC3	2	2	110	103	-0.2	0	4	1	1
CCOC(=O)[C@H]1[C@H]2COc3ccc(Cl)cc3[C@@H]2N2C(=O)c3cc(F)ccc3NC(=O)[C@@]12C	nt	3	nt	nt	nt	nt	4	2	-7
COc1ccccc1N1CCN(C(=O)CSc2nc(N)cc(=O)[nH]2)CC1	0	-17	106	109	1.5	14	-6	5	1
COc1ccc(OCc2cc(C(=O)NCC3CCOCC3)no2)c(Cl)c1	0	-1	103	101	3.2	6	3	-4	-2
Cc1cc(Oc2ccc3ccccc3c2)nc(SCC(=O)c2ccccc2)n1	0	0	93	95	1.2	19	1	-2	-5
C=CC[C@@H](CC(=O)N[C@@H](CO)Cc1ccccc1)C(=O)N[C@H](COC(=O)[C@@H](CC=C)Cc1ccc(F)cc1)C(C)(C)C	0	nt	87	96	nt	-4	nt	-4	nt
COC(=O)c1ccc(C(=S)N2CCOCC2)cc1	2	3	106	102	-1.4	-6	1	11	-2
Cc1ccc(NC(=O)CCc2ccc(S(=O)(=O)N3CCOCC3)cc2)c(C)c1	2	4	109	104	1.2	7	2	4	-1
C/C(=N\Nc1ccc(S(=O)(=O)N2CCOCC2)cc1[N+](=O)[O-])C(C)C	0	3	96	106	-0.3	16	0	-3	-3
CC1Sc2ccc(C(=O)Nc3ccc(S(=O)(=O)N(C)C)cc3)cc2NC1=O (centres undefined)	0	-19	100	104	1.3	-10	-5	3	-7
Cn1c(-c2ccccc2)cnc1NCc1ccccc1	0	-6	105	100	-2.3	2	-1	-13	-1
CCCCn1c(N)c(N(Cc2ccccc2OC)C(=O)CCC(C)C)c(=O)[nH]c1=O	4	-9	102	103	0.4	7	-2	3	4
CCC(=O)Nc1c(-c2cccs2)c(=O)c2ccccc2n1C	5	-7	nt	101	-0.1	12	-4	-5	-3
COc1ccccc1NC(=O)CSc1nnnn1-c1ccc2c(c1)OCO2	2	5	?	?	-0.3	10	5	-3	0
O=C(NCC(c1ccc(F)cc1)N1CCOCC1)c1cccnc1Sc1ccccc1 (centres undefined)	1	2	98	97	-2.9	-4	0	-1	3
COc1ccc(C(=O)N(C)C2(C)CCS(=O)(=O)C2)cc1OC (centres undefined)	0	4	105	106	2.1	14	6	2	0
CCc1ccc(OCCCC(=O)Nc2ccc(N3CCCCC3)cc2)cc1	0	6	112	103	-5.0	-17	9	-4	0
CN(C)S(=O)(=O)c1cccc(NC(=O)/C=C/c2ccc(S(=O)(=O)N3CCOCC3)cc2)c1	0	0	108	106	nt	2	3	3	nt
CN1C(=O)C(CC(=O)Nc2ccc3c(c2)Cc2ccccc2-3)N(C)C1=O (centres undefined)	0	0	95	104	-1.1	20	2	5	3
COC(=O)c1sc(-c2ccc(C(C)(C)C)cc2)cc1NC(=O)CSCC(=O)O	0	8	107	126	-3.5	-6	11	4	-9
COCCC(=O)N1CCC(Oc2ccc(C(=O)NCc3csc(C)n3)cc2)CC1	0	6	118	109	2.0	4	0	-2	0
COc1ccc2cc(C(=O)C3CCCN(C(=O)c4cc(=O)n(C)c(=O)n4C)C3)ccc2c1 (centres undefined)	2	-2	104	103	0.5	23	0	-8	1
CCN(C(=O)Cn1c(=O)n2nc(CCn3nc(C)cc3C)nc2c2ccccc21)c1cccc(C)c1	0	5	99	105	nt	4	5	7	0
CCC1=NN2C(=N)/C(=C\c3cccn3-c3ccc(OC)cc3)C(=O)N=C2S1	2	7	100	89	-0.3	8	3	2	-5
OCc1ccc2c(c1)c(-c1ccc3c(c1)OCCO3)c(-c1ccccc1)n2-c1ccccc1	3	1	99	98	nt	-13	-1	6	nt
O=C(CN1CCN(S(=O)(=O)N2CCOCC2)CC1)Nc1ccc(Cl)c(Cl)c1	0	0	99	94	-2.3	-9	4	-1	-3
O=C(COC(=O)c1ccco1)Nc1ccccc1	1	12	111	105	-1.2	19	2	0	-3
O=C(CCNC(=O)c1ccc(Cl)cc1)Nc1ccc(F)cc1F	0	3	106	104	0.3	-8	5	1	6
COc1ccc(Nc2ccc(S(=O)(=O)N3CCCCC3)cc2[N+](=O)[O-])cc1OC	0	5	93	87	-1.0	6	0	8	2
CN(C(=O)/C=C/c1ccco1)c1ccccc1C(=O)O	4	8	97	110	-1.8	5	10	5	-3
CC(C)Oc1ccc(S(=O)(=O)N2CCOCC2)cc1NC(=O)C1COc2ccccc2O1 (centres undefined)	0	3	104	105	nt	0	5	4	nt
COc1ccc(/C=N/NC(=O)CN(CCc2ccccc2)S(=O)(=O)c2ccc(NC(C)=O)cc2)cc1OC	0	-4	97	100	-0.8	-1	3	-3	4
COC(=O)NCC(c1ccco1)N1CCN(c2ccc(OC)cc2)CC1 (centres undefined)	0	3	97	98	-0.1	10	2	3	1
COCCN(C(=S)Nc1ccccc1OC)C1CCN(C(C)C)CC1	0	-1	102	106	-1.4	3	-1	-2	4
O=C(NCCCN1CCOCC1)c1cccc(NC(=O)c2ccccc2)c1	3	4	106	97	0.4	2	8	3	0
Nc1nc2ccccc2n1CCN1CCCC1	0	-4	112	105	3.8	-8	-6	5	0
C=CCn1c(SCc2nc3scc(-c4ccccc4)c3c(=O)[nH]2)nnc1-c1ccccc1F	0	-2	95	92	4.8	6	1	-2	-5
OC(CNCc1ccc(Cl)cc1)COc1ccccc1 (centres undefined)	0	9	91	90	1.4	-7	3	5	0
CC(C)(Oc1ccc(C2CC2(Cl)Cl)cc1)C(=O)O (centres undefined)	0	-2	80	78	nt	32	1	2	-4
CC1CN(S(=O)(=O)c2cc(C(=O)NCc3ccncc3)ccc2Cl)CC(C)O1 (centres undefined)	3	1	98	107	nt	13	-1	5	nt
O=C(NC1CCCCC1)NC12CC3CC(CC(C3)C1)C2	2	-7	97	99	0.0	3	0	4	1
